MrgX1 PAM: allosterically activates human MrgX1 receptor signaling | Q96LB2 | MrgX1-HEK293, Fluo-4 calcium flux, FDSS; hits give high values | B-score at 10 µM | 310,000 tested, 0.63% active;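 active = plate-corrected calcium response at least 3 library SD above typical, normal starting fluorescence, not activating the receptor alone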;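 also: compound read alongside a low EC10 to EC30 dose of BAM8-22 agonist; peak minus trough fluorescence over baseline measured at the second addition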
HIF activator: HIF pathway transcriptional activation. 300,000 tested, 0.32% active. U2OS HRE-luciferase reporter, luminescence; normalized: DMSO 0%, desferrioxamine 100%. activation, % at 7.5 µM (by protocol). AID 1910;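 active = mean activation of at least 10% of the iron chelator positive control signal, with at least half of replicates also reaching 10%; inconclusive = mean and replicate majority disagree about reaching 10%; inactive = mean and most replicates under 10%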
SKKanGAS inh: blocks kanamycin growth of S. pyogenes SKKanGAS strain | BacTiter-Glo, 6 h | inhibition, % at 7.5 µM | 300,000 tested, 1.3% active | AID 1662;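 active = mean replicate score, as percent of positive control median, at least 50; inconclusive = mean below 50 but one replicate at or above 50; inactive = mean and every replicate below 50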;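 also: strain carries kanamycin resistance gene driven by streptokinase promoter and grows in 40 µg/ml kanamycin; loss of luminescence reflects streptokinase promoter inhibition or plain growth inhibition; 0% = median of DMSO wells and 100% = positive control at its reference dose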
RGS4 act: potentiators or activators of RGS4 | HEK293 M3R/inducible RGS4, carbachol calcium flux Fluo4; hits give low values | B-score at 10 µM | 310,000 tested, 0.92% active;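 active = B-score of the integrated calcium signal more than 4 SD below the library mean, with starting fluorescence not abnormally high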;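 also: negative B-score means reduced calcium response which marks RGS4 activation or potentiation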
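Reagent: ECmax carbachol challenge; Test system: M3R-expressing HEK293 line, RGS4 induced by doxycycline; Schedule: overnight RGS4 induction, 30 min dye load 37 °C, 20 min compound RT; Detection: calcium dye Fluo4 fluorescence; Read-out: Agonist-evoked peak-minus-minimum fluorescence over baseline, integrated ratio, B score.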
RGS4 inh: human RGS4 inhibition; B-score at 10 µM; P49798; AID 463165; 310,000 tested, 0.45% active; HEK293 M3R/RGS4 inducible, Fluo-4 calcium flux; hits give high values; triggered by carbachol at its EC20;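 active = B-score, a plate-corrected calcium signal, over three deviations above library mean, with baseline fluorescence within five deviations of library mean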;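 also: RGS4 expression induced by doxycycline in cells with stable M3 receptor; B-score is computed from the integrated fluorescence ratio over baseline after carbachol; higher B-score means a larger calcium signal and so more RGS4 inhibition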
TRPC4 inh: inhibitors of mouse TRPC4 channel; Q9QUQ5; HEK293 TRPC4beta/mu-opioid, DAMGO-evoked Fluo4 calcium flux; hits give low values; B-score at 10 µM; 300,000 tested, 0.39% active;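 active = B-score over 3 SD under the library average, no early fluorescence shift, positive overall ratio signal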
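Signal: kinetic Fluo4 fluorescence imaging of calcium influx. Material: stable TRPC4beta/mu-opioid receptor HEK293 cells. Probe or stimulus: DAMGO in two steps, submaximal then maximal.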
MrgX1 ag: human MrgX1 receptor agonism, primary screen; Q96LB2; MrgX1-HEK293 cells, Fluo-4 calcium fluorescence, agonist mode; hits give high values; B-score at 10 µM; 310,000 tested, 0.44% active; AID 588627;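 active = calcium response B-score plate-corrected fluorescence ratio at least 3 library SD, with starting fluorescence B-score inside 5 SD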
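Material: MrgX1-expressing HEK293 cells; input: 15,000 cells per well; doses: test compound given as first of three sequential additions; schedule: overnight plating before 1 h dye loading; technique: Fluo-4 NW calcium-flux fluorescence, kinetic read; evaluation: baseline-normalised fluorescence change ratio, B-scored; control set: plate-wise positive and negative controls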
Platelet DG rel: platelet dense granule release activity; human platelet-rich plasma, SFLLRN dense granule ATP release, luminescence; inhibition, %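 (compounds screened at 7.5 µM in platelet-rich plasma)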; 300,000 tested, 0.22% active;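 active = mean replicate score, as percent of positive control, at or above 50; inconclusive = mean below 50 but at least one replicate at or above 50; inactive = mean and every replicate below 50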
MrgX1 antag: blocks BAM8-22 activation of human MrgX1 receptor; B-score at 10 µM; MRGX1-HEK293 calcium flux, Fluo-4, BAM8-22 antagonism; hits give low values; 310,000 tested, 1.3% active;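 active = calcium-response B-score plate-corrected more than 3 library SD below zero, starting fluorescence within 5 deviations, no agonist response on first addition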;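 also: peak minus trough fluorescence over baseline after final BAM8-22 challenge near maximal dose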
TRPC6 inhibitor: inhibitors of mouse TRPC6 channel; HEK293-TRPC6, membrane potential dye, ACh-evoked depolarization; hits give low values; Q61143; 310,000 tested, 1.1% active; AID 2553; B-score at 10 µM;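 active = B-score under library mean minus 3 SD, initial fluorescence not abnormally high, positive integrated signal ratio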;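 also: B-score derived from integrated fluorescence ratio over the kinetic read; more negative B-score means stronger inhibition of depolarization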
Target sequence (Q61143 whole entry, looked up): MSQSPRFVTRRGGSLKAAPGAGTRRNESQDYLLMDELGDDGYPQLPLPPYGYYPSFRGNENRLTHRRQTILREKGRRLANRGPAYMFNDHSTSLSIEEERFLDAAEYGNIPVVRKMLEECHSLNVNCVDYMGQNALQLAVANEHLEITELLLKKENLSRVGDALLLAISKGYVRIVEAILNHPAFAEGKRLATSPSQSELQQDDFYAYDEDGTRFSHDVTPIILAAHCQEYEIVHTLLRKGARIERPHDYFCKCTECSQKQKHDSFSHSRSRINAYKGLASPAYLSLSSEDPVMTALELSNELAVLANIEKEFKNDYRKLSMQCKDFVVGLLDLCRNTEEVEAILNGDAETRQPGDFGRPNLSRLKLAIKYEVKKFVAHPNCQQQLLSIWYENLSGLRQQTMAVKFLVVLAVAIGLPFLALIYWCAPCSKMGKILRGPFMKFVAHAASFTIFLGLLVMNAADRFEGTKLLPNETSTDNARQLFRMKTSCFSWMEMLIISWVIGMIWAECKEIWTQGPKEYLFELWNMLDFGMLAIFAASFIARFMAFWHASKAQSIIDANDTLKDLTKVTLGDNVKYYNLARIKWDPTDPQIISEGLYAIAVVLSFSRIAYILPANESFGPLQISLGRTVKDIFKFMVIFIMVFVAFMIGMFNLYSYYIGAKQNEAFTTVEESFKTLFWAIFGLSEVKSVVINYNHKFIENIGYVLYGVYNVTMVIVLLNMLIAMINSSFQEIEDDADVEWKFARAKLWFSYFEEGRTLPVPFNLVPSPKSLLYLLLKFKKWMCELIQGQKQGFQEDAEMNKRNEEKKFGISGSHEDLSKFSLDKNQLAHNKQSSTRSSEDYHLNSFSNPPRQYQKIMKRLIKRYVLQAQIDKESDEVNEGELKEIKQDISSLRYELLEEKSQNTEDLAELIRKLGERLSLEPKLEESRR
TRPC6 activator: mouse TRPC6 channel activation; Q61143; 310,000 tested, 0.13% active; HEK293-TRPC6 membrane potential dye fluorescence; hits give high values; B-score at 10 µM;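 active = B-score of the integrated fluorescence ratio above library mean plus 3 SD, and starting fluorescence ratio within library mean plus 5 SD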;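 also: higher score means more depolarization so channel activation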
* = called active by the depositor; i = inactive; u = inconclusive.

SMILES	MrgX1 PAM	HIF activator	SKKanGAS inh	RGS4 act	RGS4 inh	TRPC4 inh	MrgX1 ag	Platelet DG rel	MrgX1 antag	TRPC6 inhibitor	TRPC6 activator
Cc1ccc(C)c(NC(=S)NCCN(C2CCCCC2)C2CCCC2)c1	i	0.6	0	i	i	i	i	4	i	-5.2*	i
Nc1c(C(=O)c2ccc(Br)cc2)oc2ccccc12	i	1.3	-1	i	i	i	i	4	i	i	i
O=C(N/N=C/c1ccccn1)c1ccc2nc[nH]c2c1	i	0.2	33	i	i	i	i	0	i	i	i
COc1ccc(-c2cc(C)no2)cc1S(=O)(=O)N1CCOc2ccc(Cl)cc21	i	0.8	9	i	i	i	i	5	i	i	i
CCN1CCN(CCCNC(=O)c2ccccc2NC(=O)C2=C(C)OCCS2)CC1	i	-0.3	-4	i	i	i	i	-1	i	i	i
Cc1nc(N2CCOCC2)sc1C(=O)NN	i	0.4	-14	i	i	i	i	-15	i	i	i
O=C(CC(=O)Nc1cc(Cl)ccc1Cl)Nc1cc(Cl)ccc1Cl	i	0.4	2	i	i	i	i	7	i	i	i
CC(=O)N1CCN(c2ccc(NC(=O)c3ccc(C(C)(C)C)cc3)cc2)CC1	i	2.0	4	i	i	i	i	7	i	i	i
O=C(NCCN1C(=O)S/C(=C\c2ccc(Cl)c(Cl)c2)C1=O)c1cnccn1	i	-0.2	-3	i	i	i	i	20	i	i	i
Cc1cccc(N(CC(=O)NC2CCCC2)C(=O)CS(=O)CC(=O)Nc2ccc3c(c2)OCO3)c1C (centres undefined)	i	-0.8	4	i	i	i	i	0	i	i	i
O=C(Nc1ccccc1)c1ccc2c(c1)OCCCO2	i	-4.7	11	i	i	i	i	41	i	i	i
Cc1nn(CCCC(=O)N2CCc3ccccc3C2)c(=O)c2cc3sccc3n12	i	-0.1	-3	i	i	i	i	-1	i	i	i
COc1ccccc1C(=O)Nc1ccnn1C1CCN(Cc2cc(C)c(C)cc2C)CC1	i	-0.4	-3	i	i	i	i	1	i	i	i
COc1c(C(C)C)cc(NC(C)=O)cc1C(C)C	i	0.3	1	i	i	i	i	8	i	i	i
Cc1ccc(OCC(=O)N(Cc2ccccc2)c2ccccn2)cc1	i	0.0	13	i	i	i	i	9	i	i	i
O=c1ccc2ccc(OCc3nnc(-c4ccccc4Br)o3)cc2o1	i	1.2	-3	i	i	i	i	-7	i	i	i
COc1ccc(CCC(=O)Nc2nnc(C(C)(C)C)s2)cc1	i	-1.3	-2	i	i	i	i	9	i	i	i
O=C1CCC([N+](=O)[O-])C(c2cccc3ccccc23)N1 (centres undefined)	i	-0.6	-4	i	i	i	i	9	i	i	i
CCNc1nc(NC(C)C)nc(N(C#N)CC(=O)OC)n1	i	-0.4	-8	i	i	i	i	-1	i	i	i
CSc1ccccc1NC(=O)CN(C)CC(=O)Nc1ccc(N2CCOCC2)cc1	i	-0.2	7	i	i	i	i	-4	i	i	i
Cc1oc(-c2ccccc2F)nc1CN1CCC(C(=O)NCc2cccs2)CC1	i	0.8	-5	i	i	i	i	-1	i	i	i
O=C(NCc1ccc2c(c1)OCO2)c1ccc2c(c1)C(=O)N(CC1CCCO1)C2=O (centres undefined)	i	0.0	-5	i	i	i	i	-8	i	i	i
FC(F)(F)c1cc(-c2ccc(Cl)cc2)nc(NCc2cccnc2)n1	i	-0.3	-2	i	i	i	i	3	i	i	i
Cn1c(Cn2c(=O)sc3ccccc32)nnc1SCC(=O)N1CCCCCC1	i	-0.1	-1	i	i	i	i	4	i	i	i
CC(C)(C)C1CCC2(CC1)C(C#N)=C(SCC(=O)NC1CCCCC1)NC(=O)C2C#N (centres undefined)	i	0.6	11	i	i	i	i	-2	i	i	i
Cc1ccc(CNS(=O)(=O)c2ccc(Br)s2)cc1	i	-0.1	0	i	i	i	i	2	i	i	i
COCCOc1ccc(C(F)(F)F)cc1NC(=O)COC(=O)C12CC3CC(CC(O)(C3)C1)C2	i	-0.6	-5	i	i	i	i	-3	i	i	i
COc1ccc(NC(=O)CN2C(=O)CC(C)(C)S(=O)(=O)c3ccccc32)cc1	i	0.3	-9	i	i	i	i	-3	i	i	i
O=C(N/N=C/c1cc2c(cc1Cl)OCO2)c1ccncc1	i	-0.3	-7	i	i	i	i	0	i	i	i
CCOC(=O)CNc1nc(Cl)nc(N2CCCCC2)n1	i	0.6	-4	i	i	i	i	-2	i	i	i
O=C(Nc1ccc(N2CCOCC2)cc1)Nc1ccc(Cl)c(Cl)c1	i	4.0	0	i	i	i	i	3	i	i	i
COc1ccc(-n2c(=O)c3ccccc3n(Cc3ccc(F)cc3)c2=O)cc1OC	i	-0.6	-1	i	i	i	i	-1	i	i	i
COC(=O)c1cnn2c(C(F)(F)F)cc(-c3ccc(F)cc3)nc12	i	-0.5	-14	i	i	i	i	-4	i	i	i
CC1CCCCN1CCNC(=O)CN1C(=O)CSc2ccc(S(=O)(=O)N3CCCCC3)cc21 (centres undefined)	i	0.1	31	i	i	i	i	4	i	i	i
COc1ccc(/C=N/NC(=O)C(=O)N2CCN(c3ccccc3OC)CC2)cc1	i	-0.1	-1	i	i	i	i	4	-4.8*	i	i
CCOc1ccc(NC(=O)C(=O)N/N=C/c2cccnc2)cc1	i	-0.1	-9	i	i	i	i	5	i	i	i
Cn1c(NC(=O)c2ccccc2F)cc(=O)n(C)c1=O	i	0.0	-5	i	i	i	i	-7	i	i	i
CCc1nc(NC(C)C)c2oc3ccccc3c2n1	i	-0.2	-6	i	i	i	i	u	i	i	i
Cc1ccc(CNC(=O)C2CC(=O)N(C3CCCCCC3)C2)cc1 (centres undefined)	i	-0.2	-6	i	i	i	i	3	i	i	i
O=C(Cc1ccccc1Cl)Nc1cccc(S(=O)(=O)N2CCOCC2)c1	i	-0.3	-2	i	i	i	i	1	i	i	i
CC(=O)Nc1ccc(S(=O)(=O)N2CCc3cc4c(cc3C2C)OCCCO4)cc1 (centres undefined)	i	0.0	2	i	i	i	i	4	i	i	i
O=C(CCC(=O)c1ccc(Oc2ccccc2)cc1)Nc1ccc(Cl)cc1Cl	i	-0.1	6	i	i	i	i	-2	i	i	i
O=C(COc1ccc2ccc(=O)oc2c1)N1CC[C@@]2(O)CCCC[C@H]2C1	i	-0.1	4	i	i	i	i	5	i	i	i
COc1ccc(C(=O)NC2CCCCC2)cc1S(=O)(=O)N1CCCC1	i	0.2	-7	i	i	i	i	-2	i	i	i
COC(=O)Cc1c(C)c2ccc(OC(=O)c3ccccc3)cc2oc1=O	i	0.5	3	i	i	i	i	-11	i	i	i
Cc1ccc(S(=O)(=O)Nc2cc(C(F)(F)F)ccc2N2CCOCC2)c(C)c1	i	-0.8	8	i	i	i	i	20	i	i	i
O=S(=O)(c1cccc2cccnc12)N1CCN(Cc2ccccc2)CC1	i	-0.9	-10	i	i	i	i	-2	i	i	i
O=C(NCCSCc1ccco1)Nc1cccc(Cl)c1	i	0.4	-7	i	i	i	i	7	i	i	i
c1ccn(-c2ccc(N3CCOCC3)cc2)c1	i	0.5	-1	i	i	i	i	18	i	i	i
Cc1nc(NC(=S)NC(=O)COc2ccc(Cl)cc2)ccc1Br	i	0.7	-4	i	i	i	i	-29	i	i	i
C/C=C/c1ccc(OCCCCOc2ccc(OC)cc2)c(OC)c1	i	0.0	-8	i	i	i	i	-4	i	i	i
COc1ccccc1-n1c(SCC(=O)OC(C)C)nc2cccnc21	i	0.1	5	i	i	i	i	16	i	i	i
O=C(CSc1ccccn1)Nc1ccc(Cl)cn1	i	0.5	-9	i	i	i	i	9	i	i	i
C=CCn1c(=O)c(C(=O)Nc2ccc(C)cn2)c(O)c2ccccc21	i	0.1	-7	i	i	i	i	5	i	i	i
CC1CCN(CCCNC(=O)c2cc3c(Cl)nc4ccccc4c3s2)CC1	i	-0.1	4	i	i	i	i	1	i	i	i
NC(=O)NC(=O)COC(=O)c1ccc(OC(F)F)cc1	i	0.0	3	i	i	i	i	0	i	i	i
COc1cc(C2NC(=S)NC(C)=C2C(=O)Nc2cc(C)cc(C)c2)ccc1O (centres undefined)	i	-0.2	-2	i	i	i	i	8	i	i	i
C/C=C(/C)C(=O)Nc1cccc(C2=NOC3(C2)C[C@@H](C(N)=O)N(C(=O)CC(c2ccccc2)c2ccccc2)C3)c1 (some centres undefined)	i	-1.4	10	i	i	i	i	16	i	i	i
O=C(CSc1ncccn1)NNC(=O)c1ccccc1	i	-0.2	4	i	i	i	i	2	i	i	i
Nc1cc(OCC(F)(F)F)cc(OCC(F)(F)F)c1	i	-0.3	2	i	i	i	i	17	i	i	i

The listing continues.
SMILES	MrgX1 PAM	HIF activator	SKKanGAS inh	RGS4 act	RGS4 inh	TRPC4 inh	MrgX1 ag	Platelet DG rel	MrgX1 antag	TRPC6 inhibitor	TRPC6 activator
O=C(OC(C(=O)NCc1ccc(F)cc1)c1ccccc1)c1ccco1 (centres undefined)	i	0.3	21	i	i	i	i	1	i	i	i
Cc1ccccc1N1C(=S)NC2c3ccccc3OC1(C)C2C(=O)N(C)C (centres undefined)	i	-0.6	-2	i	i	i	i	14	i	i	i
C=CCN1C(=O)c2ccc(C(=O)N3CCN(S(=O)(=O)c4ccc(C(C)C)cc4)CC3)cc2C1=O	i	0.3	-9	i	i	i	i	7	i	i	i
CCC(C)(C)n1nnnc1C(c1cccnc1)N1CCCC(C)C1 (centres undefined)	i	-0.2	2	i	i	i	i	10	i	i	i
COc1cccc(NC(=O)C2CCCN2C(=O)NC2CCCCC2)c1 (centres undefined)	i	0.1	-2	i	i	i	i	-7	i	i	i
Cc1cccc(C)c1NC(=O)c1cc(S(=O)(=O)N2CCOCC2)cn1C	i	0.2	-2	i	i	i	i	8	i	i	i
CCOC(=O)N1CCN(S(=O)(=O)c2ccc3c(c2)CCN3C(=O)CC)CC1	i	-0.4	4	i	i	i	i	7	i	i	i
